# High-throughput results from PubChem BioAssay.
# NCI-60 one-dose screen, 48 h, at 10 µM unless noted. Numbers give growth in % (100 = growth as untreated, 0 = no growth, -100 = all killed).
# IGROV1 – IGROV1 ovarian cancer | AID 1794786 | actives 4.7% (n = 79,000)
# NCI-H322M – NCI-H322M lung cancer; AID 1794733; actives 2.7% (n = 80,000)
# SK-OV-3 – SK-OV-3 ovarian cancer cells | actives 3.2% (n = 80,000) | AID 1794785
# NCI/ADR-RES – NCI/ADR-RES ovarian cells | actives 4.4% (n = 81,000)
# OVCAR-4 – OVCAR-4 ovarian cancer cells | actives 3.7% (n = 80,000) | AID 1794784
# NCI-H460 – NCI-H460 lung cancer; actives 6.8% (n = 82,000); AID 1794736
# NCI-H522 – NCI-H522 lung cancer; actives 8% (n = 78,000); AID 1794739
# NCI-H226 – NCI-H226 lung cancer. actives 3.5% (n = 79,000)
# NCI-H23 – NCI-H23 lung cancer; actives 4% (n = 80,000)
# Active calls of the source: *; . = no result given; & = joins results of further samples; ! = not active in a repeat. The calls were made as follows: active = growth percent below 10; inactive = the rest. Rows are unselected; 11% or so of the library scored in one or more.
SMILES,IGROV1,NCI-H322M,SK-OV-3,NCI/ADR-RES,OVCAR-4,NCI-H460,NCI-H522,NCI-H226,NCI-H23
COc1ccc(NCc2nnc(-c3ccc(OC)c(OC)c3)o2)cc1,103,95,85,98,92,101,45,82,91
C=C1C(=O)O[C@H]2[C@H]1CC/C(COC(=O)CSSCC(=O)OC/C1=C/CC[C@@]3(C)O[C@H]3[C@H]3OC(=O)C(=C)[C@@H]3CC1)=C\CC[C@@]1(C)O[C@@H]21,47,86,90,99,95,93,23,85,105
Cc1ccc(N2NOC(=O)/C2=C2\CC(c3ccccc3)N=N2)cc1 (stereo unspecified),110,113,97,105,104,100,105,87,98
Cc1ccc(S(=O)(=O)n2cc(C=C(C#N)C#N)c3ccccc32)cc1,.,104,104,95,96,112,99,96,105
O=C(C[n+]1cccc(Br)c1)c1ccc2c(c1)CCCC2,101,101,90,102,114,105,80,93,92
CCOC(=O)CNC(=O)CCCCSc1ncnc2nc[nH]c12,.,173,115,97,111,97,102,94,113
COc1ccc2c(c1)C/C(=C\c1cc(-c3cc(OC)c(OC)c(OC)c3)n[nH]1)C2=O,106,94,102,83,82,106,61,82,90
COc1cc(C)ccc1Oc1nc(Nc2ccc(N3CCOCC3)cc2)ncc1N=Cc1cccc(OC(F)(F)F)c1,48,.,64,72,84,37,50,60,70
O=c1ncc2c([nH]1)-c1cn(-c3ccccc3)cc1CC2,.,124,109,98,95,110,100,91,80
OCCc1ccc(Cl)cc1,104,101,100,107,103,109,90,100,104

# Only NCI/ADR-RES, for some of the entries so far:
Structure | NCI/ADR-RES
Cc1ccc(S(=O)(=O)n2cc(C=C(C#N)C#N)c3ccccc32)cc1 | 95
O=C(C[n+]1cccc(Br)c1)c1ccc2c(c1)CCCC2 | 102
CCOC(=O)CNC(=O)CCCCSc1ncnc2nc[nH]c12 | 97

# Returning to the listing with the five entries that preceded the break.
SMILES,IGROV1,NCI-H322M,SK-OV-3,NCI/ADR-RES,OVCAR-4,NCI-H460,NCI-H522,NCI-H226,NCI-H23
CCOC(=O)CNC(=O)CCCCSc1ncnc2nc[nH]c12,.,173,115,97,111,97,102,94,113
COc1ccc2c(c1)C/C(=C\c1cc(-c3cc(OC)c(OC)c(OC)c3)n[nH]1)C2=O,106,94,102,83,82,106,61,82,90
COc1cc(C)ccc1Oc1nc(Nc2ccc(N3CCOCC3)cc2)ncc1N=Cc1cccc(OC(F)(F)F)c1,48,.,64,72,84,37,50,60,70
O=c1ncc2c([nH]1)-c1cn(-c3ccccc3)cc1CC2,.,124,109,98,95,110,100,91,80
OCCc1ccc(Cl)cc1,104,101,100,107,103,109,90,100,104
O=C(Nc1nnc(-c2cc(O)c(O)c(O)c2)s1)c1ccccc1,97,95,89,110,111,114,97,97,113
CS(=O)(=O)c1ccc(NC(=O)c2ccccc2)nc1,111,111,94,110,115,105,69,103,108
CC(C)(C)NC(=O)NCc1cccnc1,114,92,109,114,94,101,103,95,114
CCCCCCCCCCCCCCCC(=O)CCCCCCCCCCCCCCC,104,100,117,104,92,106,108,95,107
C/C(=C(/C)[C@H]1C[C@@H]1CCN(S(=O)(=O)c1ccc(C)cc1)S(=O)(=O)c1ccc(C)cc1)c1ccc(-c2ccccc2)cc1,103,98,114,98,102,108,98,99,96
CCCCCCCCCCCCCCCCCCOc1ccc(CC(=O)NCC[N+]2(C)CCCCC2)cc1,18,71,90,110,92,66,67,79,78
CCCCc1nc2c(N)nc3ccccc3c2n1Cc1ccc(CNC(=O)OC(C)(C)C)cc1,57,99,79,66,55,72,75,92,68
CCOS(=O)(=O)C1CCCC1,104,89,101,104,112,108,.,108,101
Brc1ccc(N=Nc2ccccc2)cc1,91,86,106,93,110,105,91,94,82
COc1cc(C2(C)NC(=O)NC2=O)cc(OC)c1OC (stereo unspecified),117,108,100,96,100,104,95,97,98
Nc1ccccc1SC1CC(=O)N(c2ccc(I)cc2)C1=O (stereo unspecified),85,108,95,92,94,93,77,102,90
COc1ccc(C(=NNS(=O)(=O)c2ccc(C)cc2)c2ccc(F)cc2)cc1OC,88,91,99,91,96,97,87,95,94
O=C1CCc2c(sc3[nH]c(=S)n(-c4ccc(C(F)(F)F)cc4)c(=O)c23)C1,83,91,89,89,98,103,54,90,86
CCOC(=O)/C=C/c1ccc(N(C)C)cc1,102,113,103,105,103,108,87,98,104
Fc1ccc(-c2nnc(-c3ccc(Cl)cc3)o2)cc1,98,104,91,108,104,102,91,104,105
CC1[C@H]2[C@H](C[C@H]3[C@@H]4CC=C5c6sc(Nc7cccc(Cl)n7)nc6CC[C@]5(C)[C@H]4CC[C@@]32C)O[C@]12CC[C@@H](C)CO2 (stereo partly specified),99,102,108,94,104,86,66,81,.
COc1ccc([C@H]2[C@@H](F)C(=O)N2c2cc(OC)c(OC)c(OC)c2)cc1F,32,46,33,8.4*,55,7.1*,-8.5*,59,21
COc1ccc(Oc2nc(Nc3ccc(N4CCOCC4)cc3)ncc2NC(=O)c2cccc(SC)c2)cc1,66,96,100,88,81,103,74,88,93
COc1ccc(-c2nnc(SCC(=O)Nc3ccc(/C(C)=N/O)cc3)o2)cc1,106,107,95,95,100,106,75,99,91
CCCCCCCCc1ccc(S(=O)(=O)Nc2ccc(CC)cc2C(=O)O)cc1,97,95,106,96,96,97,91,88,97
O=c1cc(/C=N\Nc2nc(-c3ccc(Cl)cc3Cl)cs2)c2cc(Cl)ccc2o1,80,95,82,98,85,96,89,88,85
CC(C)(C#N)c1cc(C(=O)Nc2cc(Nc3ncccc3-c3ncnc4nc[nH]c34)ccc2F)cc(C(F)(F)F)c1,8.7*,67,91,52,47,36,62,42,24
O=S(=O)(c1ccccc1)N1C=C/C(=C\Cn2cc(-c3ccc(F)cc3)nn2)CC1,89,102,.,87,53,98,87,79,94
CN(C)CCS(=O)(=O)O,109,120,105,96,.,102,114,96,90
CC(=O)c1c[nH]c2ccc(-c3ccnc(Nc4ccc(NC(=O)c5cccc(F)c5)c(CN5CCOCC5)c4)n3)cc12,1.1*,-1.5*,18,1.8*,-19*,-6.1*,0.4*,-0.7*,-13*
CN(C)c1ccc(/C=C(\C#N)c2ccccc2)cc1,-40*!,48&57&64,30&32&31,-41*!,79&62&48,12&21&11,5.2*,73&61&92,44&36&29
CCCCCCCCCCCCCCCCCCSC1=CC(=O)C(OC)=C(OC)C1=O,106,114,96,92,109,105,94,97,90
C=C(C)[C@@H]1CC=C2c3sc(Cc4ccccc4)nc3C[C@@H](C)[C@]2(C)C1,107,98,105,104,92,102,89,101,93
Nc1nc(-c2ccccc2)nc(N)c1N=O,69,100,.,78,84,24,-7.6*,90,97
CCN(CC)CCCC(C)NCc1ccccc1 (stereo unspecified),96,88,118,106,105,106,73,109,101
CCCCC(=O)NNc1nccc(Nc2ccc(S(=O)(=O)Nc3ccccn3)cc2)n1,113,103,98,109,100,108,89,105,106
C/C(=N\NC(N)=O)c1cccc(/C(C)=N/NC(N)=O)n1,112,45,79,79,70,104,97,61,92
O=S(=O)(NCCNc1nccc(-c2c(-c3ccc(F)c(O)c3)nc3occn23)n1)c1ccccc1,44,73,69,109,86,30,55,92,55
Nc1nc(F)nc2c1ncn2C1OC(COP(=O)(O)O)C(O)C1O (stereo unspecified),98,91,95,74,103,105,103,102,93
CCCCC(O)Cn1ncc(C(=O)OCC)c1NC(=O)Nc1ccccc1F (stereo unspecified),97,104,.,95,85,103,89,.,101
CCOC(=O)c1ccc(S(C)(=O)=O)cc1,107,103,112,102,98,105,105,102,109
CCn1c(CN2CCN(c3cc4c(cc3F)c(=O)c(C(=O)O)cn4C3CC3)CC2)n[nH]c1=S,104,101,118,98,108,107,91,91,93
O=C(c1ccc(OCCN2CCCCC2)cc1)c1c(-c2ccc(O)cc2)sc2cc(O)ccc12,76,114,100,92,73,94,.,92,82
CCCCCCn1c(-c2ccc(-c3nc(-c4ccc5c(c4)OCO5)no3)cc2)nc(-c2ccccc2)c1-c1ccccc1,95,95,112,115,97,99,85,100,96
Oc1ccccc1-c1nnc(SCc2ccc(O)c3ncccc23)o1,53,64,20,49,36,5.5*,21,68,24

# Another view of part of the listing above:
# Every second line gives: IGROV1	NCI-H322M	SK-OV-3	NCI/ADR-RES	OVCAR-4	NCI-H460	NCI-H522	NCI-H226	NCI-H23
- CCOC(=O)c1ccc(S(C)(=O)=O)cc1
    107	103	112	102	98	105	105	102	109
- CCCCC(O)Cn1ncc(C(=O)OCC)c1NC(=O)Nc1ccccc1F (stereo unspecified)
    97	104	.	95	85	103	89	.	101

# Additional entries follow:
SMILES,IGROV1,NCI-H322M,SK-OV-3,NCI/ADR-RES,OVCAR-4,NCI-H460,NCI-H522,NCI-H226,NCI-H23
C/C(=N\NC(=O)COc1ccc(NC(=O)Nc2ccc(Cl)cc2)cc1)c1c[nH]c2ccccc12,110,105,101,114,108,105,97,109,106
COC(=O)c1cccc(NC(=O)c2nnn(-c3ccc(C)cc3)c2C)c1,101,116,106,83,73,100,66,75,81
CCOc1ccc2nc(C)cc(C)c2c1,108,102,109,108,109,109,98,103,109
CC(C)C1NC(=S)CNC1=S (stereo unspecified),105,104,115,105,113,106,92,94,96
Cc1ccc(C(=O)NN2C(=O)/C(=C/C=C/c3ccc([N+](=O)[O-])o3)SC2=S)cc1,-90*,-77*,-78*,-49*,-100*,-58*,-91*,-96*,-84*
COc1cc2c(c(OC)c1OC)C(=O)CC(c1cccc(C(=O)Nc3ccc(Br)cc3)c1)O2 (stereo unspecified),67,60,76,36,46,79,49,38,60
CC1=C(C(=O)Nc2ccc(F)cc2)C(c2ccc(C)cc2)C2=C(CC(C)(C)CC2=O)N1 (stereo unspecified),104,103,100,90,91,91,91,90,93
Cc1cc(F)cc(NS(=O)(=O)c2ccc(-c3cnc(C4CC4)o3)cc2)c1,32,47,58,6.6*,50,14,8.9*,54,20
Cn1cccc1C(=O)C1C(c2cccc(F)c2)C2CSCN2C12C(=O)Nc1ccc(Cl)cc12 (stereo unspecified),92,104,105,96,107,103,90,101,102
c1ccc(-c2ccc(-c3ncc(-c4ccccc4)o3)cc2)cc1,111,107,116,106,100,114,100,91,98
CCCCCN(C(=O)CCC)c1ccccc1,113,104,116,117,105,103,101,91,107
CCCC(OC(C)=O)c1ccc2c(c1)OCO2 (stereo unspecified),104,98,105,104,110,106,103,99,98
O=S(=O)(NC1c2ccccc2CC1O)c1ccc(Cl)c(Cl)c1 (stereo unspecified),107,104,100,109,107,101,88,97,105
C/C(=N\Nc1nc(-c2ccc(Cl)cc2)cs1)c1nnn(-c2ccc(S(N)(=O)=O)cc2)c1C,96,98,115,110,99,101,88,108,110
COc1cc(-c2nn(-c3cccc(NC(=O)CN(C(C)C)C(C)C)c3)cc2-c2ccncc2)ccc1Cl,105,106,98,96,103,102,86,108,98
CN(C)c1ccc(/C=C/C(=O)O)cc1,103&103,108&103,109&106,97&113,128&96,103&104,91&86,90&117,99&105
CCOC(=O)C(C(=O)OCC)C(=O)c1cc(OC)c(OC)c(OC)c1,100,125,106,92,128,108,110,100,91
CCS/C(Nc1ccccc1)=C(\C#N)c1nc2ccccc2s1,70,101,78,90,71,92,75,79,85
N#Cc1c(Nc2ccc(Cl)cc2)[nH]n(C2=Nc3ccccc3Sc3ccccc32)c1=O,44,75,76,69,63,58,45,76,62
